# PGK inhibitor – T. brucei PGK inhibition. P07378. PGK/GAPDH coupled, Kinase-Glo luminescence, 60 min. Potency, µM (series often up to 57.5 µM), inactives show at the top dose activity change, negative = inhibition, hits mostly inhibitors. hit rate 0.043% among 380,000; also: % is scaled to controls: 0 for no effect and ±100 for the full control effect; nearly all actives have a fitted effect of over 60% in size
# Target sequence (P07378 whole entry, looked up): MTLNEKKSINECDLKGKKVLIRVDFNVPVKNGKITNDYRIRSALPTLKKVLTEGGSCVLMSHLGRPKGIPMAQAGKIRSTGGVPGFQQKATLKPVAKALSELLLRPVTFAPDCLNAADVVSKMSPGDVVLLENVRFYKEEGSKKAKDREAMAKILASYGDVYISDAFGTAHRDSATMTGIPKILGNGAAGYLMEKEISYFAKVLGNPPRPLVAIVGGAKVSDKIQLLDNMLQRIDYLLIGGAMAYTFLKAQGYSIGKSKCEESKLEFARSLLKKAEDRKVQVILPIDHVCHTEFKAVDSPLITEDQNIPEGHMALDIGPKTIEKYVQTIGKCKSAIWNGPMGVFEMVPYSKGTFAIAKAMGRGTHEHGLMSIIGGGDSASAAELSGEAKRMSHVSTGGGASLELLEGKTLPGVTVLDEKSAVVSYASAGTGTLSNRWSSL
#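 Recombinant glycosomal PGK reaction used 1,3-bisphosphoglycerate generated in-well by GAPDH (100nM final) in 100mM TEA pH 7.6, 5mM MgCl2, 0.01% Tween-20. After 60 minutes at room temperature, ATP was read by Kinase-Glo Plus luminescence end-point.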
# BLM helicase inh – Bloom syndrome helicase (human) inhibition. AID 2528. Potency, µM (titrated, usually from 56.1 µM), for the others: at the top dose activity change, negative = inhibition, actives largely listed as inhibitors. hit rate 0.2% among 350,000. recombinant BLM DNA unwinding, fluorescence dequenching;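 also: plate controls were vehicle for no effect and no enzyme for full effect; nearly all actives have a fitted effect of over 35% in size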
# Pol iota inh – inhibitors of human DNA polymerase iota; Potency, µM (titrated, usually from 115 µM), inactives show at the top dose activity, negative = inhibition, actives largely listed as inhibitors; hit rate 1% among 390,000; Pol iota fluorescent replication assay, 10 min; Q9UNA4
#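 Pol iota at 10 nM preincubated 15 min with compounds at room temperature; reaction started with fluorescent substrate, 50 nM final. Fluorescence read kinetically at 0 and 10 min; buffer-only wells as negative control.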
# GLS inhibitor – blocks human kidney-isoform glutaminase activity | O94925 | GLS enzymatic activity, qHTS titration | Potency, µM (doses to about 45.5 µM), without a hit: top-dose activity change, negative = inhibition, most hits filed as inhibitors | hit rate 0.21% among 410,000 | AID 624170; also: % is scaled to controls: 0 for no effect and ±100 for the full control effect
#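 Read-out is an Amplex red fluorescence increase coupled through glutamate oxidase and HRP, measured before and after 30 min room-temperature incubation. hKGA is in 45 mM KH2PO4 (pH 8.2) with 0.02% Tween-20; glutamine added as 1mM solution.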
# BAZ2B inh – inhibitors of human BAZ2B bromodomain; hit rate 4.4% among 360,000; AID 504333; Q9UIF8; AlphaScreen BAZ2B-H3K14Ac peptide displacement; Potency, µM (doses to about 114 µM), inactives show top-dose activity change, negative = inhibition, most hits filed as inhibitors; also: % is scaled to controls: 0 for no effect and ±100 for the full control effect; nearly all actives have a fitted effect of over 60% in size
#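 In this displacement format the biotinylated H3(5-23) peptide acetylated at Lys14 serves as ligand at 50 nM, with BAZ2B at 50 nM in PBS pH 7.4 containing 0.01% Tween-20. Donor and acceptor beads are 10 ug/mL final.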
# JMJD2A Tudor – inhibitors of human JMJD2A Tudor domain; O75164; AlphaScreen JMJD2A-Tudor / H3K4me3 peptide binding; Potency, µM (highest dose often 114 µM), without a hit: top-dose activity change, negative = inhibition, most hits filed as inhibitors; hit rate 4.4% among 390,000; also: % is scaled to controls: 0 for no effect and ±100 for the full control effect; nearly all actives have a fitted effect of over 50% in size
# HP1b chromo inh – blocks HP1-beta chromodomain binding to methylated histone tails. Potency, µM (highest dose often 114 µM), inactives show at the highest dose activity change, negative = inhibition, actives largely listed as inhibitors. P83916. AlphaScreen HP1-beta / biotin-H3K9me3 peptide binding. hit rate 0.56% among 390,000; also: nearly all actives have a fitted effect of over 70% in size; inactives centre near 23
# Target sequence (P83916 whole entry, looked up): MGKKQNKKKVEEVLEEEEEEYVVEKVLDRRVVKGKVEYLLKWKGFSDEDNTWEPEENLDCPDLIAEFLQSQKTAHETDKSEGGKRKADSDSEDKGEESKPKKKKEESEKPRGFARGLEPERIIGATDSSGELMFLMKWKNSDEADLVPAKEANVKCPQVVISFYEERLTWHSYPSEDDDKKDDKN
#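 Compound inhibition of the preformed complex between 50 nM HP1-beta and 50 nM biotinylated H3K9me3 peptide was read by AlphaScreen. Buffer was PBS pH 7.4 with 0.01% Tween-20. Incubations ran 30 min at room temperature, with 10 ug/mL donor/acceptor beads.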
# Pin1 inhibitor – inhibitors of human Pin1; Q13526; Pin1 FP peptide displacement, HiFluor488, 10 min; Potency, µM (titrated, usually from 115 µM), without a hit: at the top dose activity, negative = inhibition, hits mostly inhibitors; hit rate 0.009% among 390,000; AID 504891; active = well fitted inhibition curve with a large enough effect in the polarisation, with a control signal flat, not every such curve was filed as active; inconclusive = small, poorly fitted or top-dose-only effect, or effect the other way, or a change in a side signal; inactive = no such curve, though single readings can be large or run the other way; the % refers to the polarisation; also: % is scaled to controls: 0 for no effect and ±100 for the full control effect
# Target sequence (Q13526 whole entry, looked up): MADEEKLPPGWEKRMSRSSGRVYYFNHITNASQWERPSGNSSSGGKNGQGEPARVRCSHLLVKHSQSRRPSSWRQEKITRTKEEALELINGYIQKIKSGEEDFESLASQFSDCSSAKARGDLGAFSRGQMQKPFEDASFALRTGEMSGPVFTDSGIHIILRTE
# G9a inh – inhibitors of human histone lysine methyltransferase G9a | AID 504332 | G9a H3K9 monomethylation, AlphaScreen, 2 h | Potency, µM (highest dose often 102 µM), inactives show at the highest dose activity, negative = inhibition, most hits filed as inhibitors | Q96KQ7 | hit rate 8.8% among 350,000; also: % is scaled to controls: 0 for no effect and ±100 for the full control effect; nearly all actives have a fitted effect of over 75% in size
# Target sequence (Q96KQ7 913-1193 limits assumed): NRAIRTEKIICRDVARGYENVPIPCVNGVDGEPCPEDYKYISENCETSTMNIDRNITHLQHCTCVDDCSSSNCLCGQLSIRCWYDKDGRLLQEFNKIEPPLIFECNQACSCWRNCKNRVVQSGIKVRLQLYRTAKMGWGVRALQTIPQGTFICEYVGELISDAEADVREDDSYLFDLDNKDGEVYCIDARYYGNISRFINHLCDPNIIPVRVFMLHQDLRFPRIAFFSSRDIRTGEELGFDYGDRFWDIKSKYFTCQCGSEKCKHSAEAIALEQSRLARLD
#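 Quantitative HTS format: methyltransferase activity on a biotin-tagged H3K9 peptide is measured by AlphaScreen, using a rabbit anti-monomethyl-H3K9 antibody with streptavidin donor and anti-IgG acceptor beads. Final levels are 20 nM enzyme, 500 nM peptide, 20 uM SAM; 2 h RT.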
# An asterisk follows results filed as active; i = inactive; ? = inconclusive; nt = no result given; [ ] = remark or other dose. Unless noted, calls follow the shape of the dose curve; as a rule, active = well fitted curve in the direction sought with a large enough effect; inconclusive = small, poorly fitted or top-dose-only effect, or another doubt; inactive = no such curve, though single readings can be large; an effect the other way counts as inactive or inconclusive. Potency is read from the fitted curve at half-maximal effect.
canonical_smiles | PGK inhibitor | BLM helicase inh | Pol iota inh | GLS inhibitor | BAZ2B inh | JMJD2A Tudor | HP1b chromo inh | Pin1 inhibitor | G9a inh
CC(=O)N1CCc2cc(CNS(=O)(=O)c3ccc(F)cc3)ccc21 | -1.8% | 1.5% | -18.1% | 6.6% | 3.9% | 8.8% | 26.8%[57 µM] | 0.2% | 7.3%[59 µM]
Cc1ccc(S(=O)(=O)NC(CC(=O)O)c2ccc(F)cc2)cc1 (centres undefined) | -6.6% | 3.2% | 38.6%[activator] | 1.7% | 25.9% | -11.0% | 32.9% | 0.3% | nt
CSc1ncccc1C(=O)OCC(=O)N1CCCC1 | -5.5% | nt | -22.4% | -3.0% | nt | -19.5% | 0.9% | 1.9% | nt
COc1ccc(OCC(=O)N/N=C(\C)c2ccc(OC)cc2)cc1 | -1.9% | -1.2% | 35.3%[activator] | 0.0% | -14.0% | -16.7% | 17.9% | -1.5% | -2.1%
O=C(CSc1ccccc1)Nc1nc2ccccc2[nH]1 | -0.1% | -8.0% | -6.2% | -10.0% | -3.2% | -5.5% | 41.9%[activator] | 20.2% | 14.4%
O=C(c1cnc(N2CCOCC2)c2ccccc12)N1CCN(c2ccccc2)CC1 | -8.0% | -1.3% | 44.5%[activator] | 2.3% | -2.8% | -21.3% | 15.2%[57 µM] | -1.2% | -2.0%[59 µM]
COc1ccc(NC(=O)Nc2cnccn2)c(OC)c1 | -0.3% | 2.3% | 59.7%[activator] | 7.1% | 0.9% | -9.9% | 19.9% | -2.6% | nt
CCCc1nnc(NC(=O)CCC(=O)NCc2ccc(OC)cc2)s1 | -8.5% | -3.1% | 28.0% | 1.2% | -2.7% | -10.1% | 0.4% | -1.0% | 6.0%[59 µM]
Cc1ccc(S(=O)(=O)NCC2CCC(C(=O)N3CCOCC3)CC2)cc1 (centres undefined) | 2.3% | -4.7% | 17.4% | -3.8% | 25.0% | -1.7% | 43.7%[activator] | -0.1% | -0.5%
CC(c1ccccc1)C(CC(=O)O)C(=O)Nc1ccc(Cl)c(Cl)c1 (centres undefined) | 1.7% | 2.2% | 49.1%[activator] | -1.0% | 32.7%[activator] | 4.8% | 70.1%[activator] | -10.5% | 4.3%[0.501 µM]
COc1cc(OC)cc(C(=O)NCC2CCCN(C(=O)c3csc(C(C)C)n3)C2)c1 (centres undefined) | -1.3% | -1.6% | 2.5% | 3.2% | 1.0% | -5.1% | 7.1% | 0.9% | 12.5%
COc1cc(OC)c(Nc2cc(C)nc3nc(C)nn23)cc1Cl | -3.5% | 0.5% | -3.8% | 27.9% | -5.4% | -13.6% | 17.8% | -5.7% | ?
O=C(NCc1ccco1)C(c1ccccc1)N(C(=O)Cc1cccs1)c1ccccc1F (centres undefined) | 3.6% | -8.2% | 4.5% | 0.9% | -5.0%[57.1 µM] | -19.8%[57.1 µM] | 31.6%[activator] | -0.2% | 11.1%[59 µM]
COc1ccccc1CNC(=O)Nc1cccs1 | -0.6% | -2.4% | ? | 17.6% | ? | 56.2µM* | ? | 16.2% | -48.4%[2.33 µM]
CC(C)=CCCC1(C)C=Cc2c(ccc3c2[nH]c2cc(O)c(C)cc23)O1 (centres undefined) | -5.0% | -15.6% | -18.1% | 1.7% | ? | 44.7µM* | -38.5% | -1.9% | -6.8%[59 µM]
COC(=O)c1ccc(NC(=O)CCN2CCN(Cc3ccccc3)CC2)cc1 | nt | -7.8% | 6.2% | -0.3% | 0.7% | -9.8% | 16.6% | -0.3% | 4.1%[59 µM]
O=C(COC(=O)CCc1ccccc1)Nc1ccc(F)cc1Cl | i | 2.0% | 30.7%[activator] | -2.3% | 1.7% | 21.6% | 22.1% | -1.8% | 49.6%[59 µM]
Cc1ccc(OCCSc2nc3ccc(NC(=O)c4cccs4)cc3s2)cc1 | 12.9% | -3.0% | -3.9% | -19.0% | -10.6% | -8.6% | 32.0%[activator] | -8.6% | -12.8%[59 µM]
Cc1ccc(C)c(N2CCN(C(=O)c3ccccc3Br)CC2)c1 | -2.6% | -1.1% | -3.2% | 9.1% | -4.4% | 2.5% | 18.9% | -2.5% | -10.8%[59 µM]
CC(C)C(=O)N[C@@H]1c2ccccc2CC[C@@H]1OCc1ccccc1 | -1.0% | nt | -14.3% | 0.9% | nt | 4.1% | 47.3%[activator] | -2.1% | nt
COCCN(C(=O)c1snc(C(N)=O)c1N)C(C(=O)NC1CCCCC1)c1ccc(F)cc1 (centres undefined) | -11.0% | -3.5% | -4.2% | -13.4% | 14.4% | -15.9% | 27.3% | -2.3% | nt
Cc1ccc2c(CSc3nncn3C)cc(=O)oc2c1C | 6.4% | 3.5% | 86.2%[activator] | -13.1% | nt | -6.8% | 40.5%[activator] | 2.5% | -7.6%
COc1ccc2c(c1)oc(=O)c1ccccc12 | -4.5% | -5.3% | 3.8% | -1.4% | 6.0% | -0.7% | 41.8%[activator] | -1.5% | -6.9%
CCn1c(=NC(=O)CSCC(=O)Nc2nccs2)sc2ccccc21 | 2.9% | 1.3% | 11.5% | 1.4% | -29.4% | -6.2% | 32.8% | 1.5% | 19.4%[12.7 µM]
Cc1cc(=O)oc2cc(NC(=O)c3cccc(Br)c3)ccc12 | -7.0% | -9.8% | 98.6%[activator] | -0.6% | 2.6% | -7.5% | 13.1% | 6.2% | 13.8%
Oc1c(CN2CCOCC2)cc(-c2ccccc2)cc1CN1CCOCC1 | -7.3% | -0.4% | -9.1% | 35.4%[activator] | -37.2% | -24.9% | 21.1% | -6.7% | 0.2%
COc1ccc(CC(=O)N2N=C(c3ccncc3)CC2(O)C(F)(F)F)cc1 (centres undefined) | nt | 1.3% | -1.9% | 1.4% | -17.3% | -16.7% | 15.7% | -0.5% | 20.1%
CCOC(=O)c1ccc(N=c2ssnc2Cl)cc1 | -5.9% | -5.9% | 37.4%[activator] | 12.6µM* | 28.2µM* | 14.1µM* | 7.94µM* | 1.7% | 1.78µM*
Cc1nn2cnnc2c(C)c1Cc1ccc(Cl)cc1 | nt | -2.0% | -28.6% | -2.2% | -15.7% | -5.7% | 35.4% | 0.7% | 1.0%
Cc1cc(C)c(C)c(S(=O)(=O)NCC(=O)NCC2CCCCC2)c1C | -2.4% | -2.2% | -0.7% | 7.1% | -2.4% | -20.0% | -16.1% | -4.4% | ?
O=[N+]([O-])c1ccc(N2CCN(Cc3ccccc3)CC2)s1 | 8.5% | -6.7% | -10.9% | 12.1% | ? | -16.2% | 4.9% | 55.0%[activator] | -29.6%[2.33 µM]
NC(=O)c1c(NC(=O)CSc2nnc(-c3ccccc3)n2CC2CCCO2)sc2c1CCC2 (centres undefined) | -1.3% | -2.2% | ? | 20.2% | -4.6% | -30.2% | -7.1% | 7.4% | ?
CCOC(=O)c1cccc(NC(=O)c2cc3cc4cc(OC)ccc4nc3s2)c1 | -5.9% | -21.3% | 256.8%[activator] | -15.9% | -28.8% | ? | -5.5% | 29.8% | ?
O=C(NCCc1ccccc1)c1cccc(NC(=O)C2CC2)c1 | 1.5% | nt | -4.9% | -1.3% | nt | -10.9% | 20.9% | 2.2% | nt
Cn1ncc2c(NNC(=O)C3CCCCC3)ncnc21 | 6.1% | -6.1% | 38.9%[activator] | -21.1% | -2.0% | -2.5% | 28.6% | -5.4% | 6.8%
O=C(COC(=O)c1cccc([N+](=O)[O-])c1)NCc1ccc2c(c1)OCO2 | 8.5% | -0.6% | 37.1%[activator] | -8.3% | -0.4% | 3.1% | 24.0% | 6.1% | 15.8%[59 µM]
O=C(Nc1nc2ccccc2s1)c1cccc(S(=O)(=O)N2CCc3ccccc32)c1 | i | -7.5% | 36.5%[activator] | 6.8% | -19.7% | -26.4% | 2.6% | 44.3%[activator] | ?
Cc1ccc(S(=O)(=O)NC(CCC(N)=O)C(=O)NCc2ccc3c(c2)OCO3)c(C)c1 (centres undefined) | -10.5% | nt | 21.8% | -5.8% | 6.9% | -12.6% | -1.4% | -4.6% | ?
O=C(CCN1CCCO1)N1CCCC(N2CCN(c3cccc(C(F)(F)F)c3)CC2)C1 (centres undefined) | 0.1% | -1.3% | 2.3% | 11.8% | -19.9% | -0.7% | 10.5% | -3.4% | -6.0%
C[C@H](NC(=O)c1cc2cc(Cl)ccc2n1C)C(=O)N[C@@H](Cc1ccccc1)C(=O)O | 1.5% | -8.7% | 23.7% | 2.6% | 8.6% | -8.2% | 37.3% | -0.1% | 10.8%
NCCCC[C@H]1NC(=O)[C@H](CCC(=O)O)NC(=O)c2cc([N+](=O)[O-])cc(I)c2OCC[C@@H](C(N)=O)NC1=O | ? | 6.4% | 8.91µM* | ? | -37.6% | 50.1µM* | -22.8% | 14.1µM* | 25.1µM*
Cc1ccc2c(c1)N(CC(=O)NCC(C)c1ccccc1)C(=O)c1cccnc1O2 (centres undefined) | -5.3% | 1.4% | 9.0% | 0.7% | 11.6% | -7.7% | 43.4%[activator] | 2.9% | nt
CCCCOC(=O)Nc1nnc(-c2ccccc2OC)s1 | -2.0% | 0.5% | -0.2% | 8.1% | nt | -21.2% | 26.5% | -1.7% | -7.5%[59 µM]
COc1ccc(N2CCN(C(=O)c3ccc4[nH]c(C)c(C)c4c3)CC2)cc1 | 5.2% | -5.3% | -10.2% | 20.1% | 39.8µM* | -5.4% | 30.6%[activator] | -0.3% | 17.7%[12.7 µM]
CC(=O)c1ccc(N2CCN(S(=O)(=O)c3cc(-c4noc(C)n4)ccc3C)CC2)cc1 | 8.9% | -6.4% | -16.8% | 1.2% | ? | -11.7% | 35.0% | 8.8% | -4.9%[59 µM]
O=C(NCc1cccs1)c1cc2ccccc2o1 | -3.4% | -1.8% | 1.1% | -1.9% | -3.6% | -15.0% | 35.7% | 0.0% | 9.3%[59 µM]
CC(C)CNS(=O)(=O)c1cc(C(=O)OCC(=O)N(C)C2CCS(=O)(=O)C2)c(Cl)cc1Cl (centres undefined) | -5.0% | -2.2% | 22.4% | 1.3% | -18.1% | -19.8% | 41.5%[activator] | -4.4% | -27.5%

# Not all compounds are listed. The share of hits here may be higher or lower than overall.
